CHT PAM = allosterically activates the human high affinity choline transporter; Q9GZV3; CHT-expressing cells, membrane potential dye, choline EC20; active compounds read high; LV-AA mutant CHT in HEK293 cells; B-score at 10 µM; 310,000 compounds, 0.49% hits;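 active = initial fluorescence not abnormally high and integrated response B-score, plate-corrected, over 3 SD above library mean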
Target sequence (Q9GZV3 whole entry, looked up): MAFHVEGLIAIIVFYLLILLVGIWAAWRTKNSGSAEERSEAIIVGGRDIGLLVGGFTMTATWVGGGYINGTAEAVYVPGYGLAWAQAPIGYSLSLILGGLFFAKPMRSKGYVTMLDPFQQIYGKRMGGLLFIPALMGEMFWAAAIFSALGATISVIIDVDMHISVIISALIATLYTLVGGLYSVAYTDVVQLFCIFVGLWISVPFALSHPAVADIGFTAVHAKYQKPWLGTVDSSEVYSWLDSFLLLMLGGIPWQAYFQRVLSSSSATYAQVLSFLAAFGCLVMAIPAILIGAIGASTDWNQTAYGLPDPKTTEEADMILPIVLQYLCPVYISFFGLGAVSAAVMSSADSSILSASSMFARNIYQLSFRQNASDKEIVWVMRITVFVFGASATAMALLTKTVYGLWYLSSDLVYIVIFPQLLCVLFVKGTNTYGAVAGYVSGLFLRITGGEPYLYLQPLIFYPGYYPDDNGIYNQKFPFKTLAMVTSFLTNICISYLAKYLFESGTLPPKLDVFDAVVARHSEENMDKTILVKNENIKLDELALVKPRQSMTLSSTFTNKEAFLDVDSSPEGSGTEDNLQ
OX1R antagonist = antagonists of human orexin 1 receptor. O43613. CHO/OX1R cells, Fluo-8 calcium fluorescence, orexin A. inhibition, % at 5 µM. 330,000 compounds, 0.43% hits. AID 434989;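 active = inhibition above its plate's threshold, mean inhibition of all tested compounds on the plate plus 3 SD, cut at about 37% in these data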;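 note: 0% = orexin A challenge wells and 100% = SB-334867-A antagonist wells; not every result past the cut was called active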
Target sequence (O43613 whole entry, looked up): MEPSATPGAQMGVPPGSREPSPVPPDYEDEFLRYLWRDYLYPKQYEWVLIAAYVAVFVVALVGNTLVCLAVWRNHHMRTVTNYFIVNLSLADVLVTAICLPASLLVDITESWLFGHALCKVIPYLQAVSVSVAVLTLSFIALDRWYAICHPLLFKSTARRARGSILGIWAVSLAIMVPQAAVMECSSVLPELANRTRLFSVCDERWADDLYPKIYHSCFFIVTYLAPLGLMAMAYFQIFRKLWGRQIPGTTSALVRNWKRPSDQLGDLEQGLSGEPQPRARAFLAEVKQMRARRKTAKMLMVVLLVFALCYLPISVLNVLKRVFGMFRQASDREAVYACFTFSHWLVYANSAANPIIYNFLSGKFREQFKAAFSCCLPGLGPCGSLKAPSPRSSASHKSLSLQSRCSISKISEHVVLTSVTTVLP
* hit, by the source's call; i = inactive; · = no result given.

Order of results: CHT PAM	OX1R antagonist
O=C1CCCCCN1CP(=O)(O)CN1CCCCCC1=O
→ i	-9
OCC[C@H]1C[C@@H](O)[C@H](O)[C@]2(OCCCc3ccccc32)O1
→ i	-13
Cc1ccc2c(c1)N(CCC(=O)NC(C)C)C(=O)CO2
→ i	3
Cc1[nH]n(-c2ccc(Cl)cc2)c(=O)c1C(=O)c1ccccc1
→ i	4
CC(=O)Nc1ccc(S(=O)(=O)N(C)CC(=O)Nc2ccc(Br)cc2F)cc1
→ i	-18
O=C(COC(=O)c1ccccc1O)NCCc1c[nH]c2ccccc12
→ ·	14
CCN(CC(=O)NCc1ccc(Cl)cc1)C(=O)/C=C/c1ccc(C#N)cc1
→ i	-19
Cn1c(=O)[nH]c(=O)c2c1nc(CN1CCN(c3ccccc3F)CC1)n2CC(N)=O
→ i	-4
O=C(/C=C/c1ccccc1)Oc1cccc(C(=S)N2CCOCC2)c1
→ i	-9
CCOc1ccc(Nc2nc(Cc3nnc(SCC(=O)N(CC)CC)n3C)cs2)cc1
→ i	-16
Cc1cc(/C=C2\SC(=O)N(C)C2=O)c(C)n1-c1ccc(O)cc1
→ i	-18
Cc1ccccc1-n1ccnc1SCC(=O)O
→ i	-14
O=C(CSCc1ccccc1)Nc1nccs1
→ i	-13
CSCCC(NC(=O)c1ccccc1)C(=O)NC1CC1 (configuration not stated)
→ i	5
Cc1cccn2cc(-c3c[nH]c4ccccc34)nc12
→ i	-24
CCCCN=Cc1sc2ccc(OCC)cc2c1O
→ i	-18
CCOc1ccc(C(=O)N2CCC(C(=O)c3ccc4c(c3)OCCO4)CC2)cc1
→ i	-7
CCOC(=O)c1ccc(/[N+]([O-])=C/c2ccccc2)cc1
→ ·	-3
Cc1ccc(-c2nc3[nH]c(=O)cc(NC(=O)c4cccs4)n3n2)cc1
→ i	-12
CCN(CCCNC(=O)Cn1cc2c(n1)CCCC2)c1cccc(C)c1
→ i	-12
CC(C)(C#CC(O)(c1ccccc1)c1ccccc1)N1CCCC1
→ i	-28
CN(C)c1ccc(C=C2C(=O)OC(C)(C(C)(C)C)OC2=O)cc1 (configuration not stated)
→ i	-2
CC(C)=C1C2CCC1C(C(=O)Nc1sc(C)c(-c3ccc(C(C)C)cc3)c1C(N)=O)C2C(=O)O (configuration not stated)
→ i	-29
CCOc1cc(/C=C2\COc3ccccc3C2=O)cc(Br)c1OCC(=O)N(C)C
→ i	-121
O=C(C1CCC(CNS(=O)(=O)c2cccc3cccnc23)CC1)N1CCc2ccccc21 (configuration not stated)
→ i	-31
COCCn1c(SCC(=O)NC(C)c2ccccc2)nc2ccccc21 (configuration not stated)
→ i	-10
CC1(C)C(c2ccccc2)=NC(c2ccc(F)cc2)N1O (configuration not stated)
→ i	-19
CC(C)(C)c1ccccc1NC(=O)CN1C(=O)NC2(CCCC2)C1=O
→ i	-18
CS(=O)(=O)N1CCC(C(=O)Nc2cc(Cl)c(Cl)cc2Cl)CC1
→ i	-10
CC(C)(C)C(O)(CC#CCN1CCCC1)c1ccccc1 (configuration not stated)
→ i	-16

Next compounds
Order of results: CHT PAM	OX1R antagonist
Cc1c(NC(=O)c2cc(Br)ccc2Cl)cccc1-n1cnnn1
→ ·	-17
NNC(=O)C1CCCn2c1nc1sc3c(c1c2=O)CCCC3 (configuration not stated)
→ i	-34
CCC(=O)N1c2ccc(S(=O)(=O)N3CCN(CC)CC3)cc2CC1C (configuration not stated)
→ i	-6
Cc1ccccc1NC(=O)/C=C/c1cccc(C(F)(F)F)c1
→ i	-26
CCOC(=O)c1sc2nc(C)nc(SC(C)C(=O)NC3CC3)c2c1C (configuration not stated)
→ ·	-1
O=C(NCC(=O)N(c1cccc(F)c1)C(C(=O)NC1CCCC1)c1ccncc1)c1cccs1 (configuration not stated)
→ i	-27
CCCSc1nnc(-c2ccccc2N)c(=O)[nH]1
→ i	-13
Cc1ccc(S(=O)(=O)N2CCC(C(=O)OCc3ccc([N+](=O)[O-])cc3)CC2)cc1
→ i	3
O=Cc1ccc(OCc2ccc3ccccc3c2)cc1
→ i	-1
CCC1CN(C(=O)N2CCC(C(=O)NCc3ccco3)CC2)c2cc(C)ccc2O1 (configuration not stated)
→ i	-30
CCOC(=O)c1ccc(NC(=O)C23CCC(C)(C(=O)O2)C3(C)C)cc1 (configuration not stated)
→ i	-18
O=C1C(=C(O)c2ccccc2)C(=O)c2ccccc21
→ i	-7
N#Cc1ccc(C(=O)Nc2ccn(-c3ccccc3)n2)cc1
→ i	-17
Cc1cccc(NC(=O)Cn2c(O)c(N=NC(N)=S)c3ccccc32)c1
→ i	-14
CCOC(=O)N1CCC(NCCNC(=O)c2cccc(F)c2)CC1
→ ·	-7
c1ccc(Oc2cccc(OCCCn3cncn3)c2)cc1
→ i	-16
Cc1ccc(NC(=O)c2ccc([N+](=O)[O-])o2)cc1C
→ i	-4
Cc1nc2ccc(NC(=O)N(C(C)C)C(C)C)cc2s1
→ i	-13
COC(=O)c1ccccc1NC(=O)C/C(C)=N/NC(=O)CC#N
→ i	-12
Cc1ccc(NC(=O)CNC(=O)c2cccc(C)c2)nc1
→ i	-10
CC1(C)N=C(N)NC(Nc2cccc(Br)c2)=N1
→ i	-7
CCn1nc(C(=O)Nc2nc3ccc(C)cc3s2)c2ccccc2c1=O
→ i	-35
Cc1ccc(C(=O)N/C(=C\c2cccs2)C(=O)NCCCn2ccnc2)cc1
→ i	-11
OCC[C@H]1C[C@@H](O)[C@H](O)[C@@]2(Cc3ccccc3CCO2)O1
→ i	0
COc1ccc(N2CCN(C(=O)COC(=O)c3cnccn3)CC2)cc1
→ i	-10
Cc1nc2c(sc(=S)n2Cc2ccco2)c(=O)n1CC(=O)Nc1ccccc1Cl
→ i	-15
CC(=O)Nc1ccc(-c2csc(Nc3ncccn3)n2)cc1
→ i	0
COc1ccc(N2C(=O)C3ON(C4SC(=S)N(C)C4(C)C)C(c4ccc(Cl)cc4)C3C2=O)cc1 (configuration not stated)
→ i	-21
CCCCNC(=O)CCn1nc(-c2ccc(C)cc2)c2ccccc2c1=O
→ i	-34
C/C(=N\NC(=O)CNc1cccc(Cl)c1C)c1cccs1
→ i	-10

Further compounds:
Order of results: CHT PAM	OX1R antagonist
CCN(CC)c1ccc(NC(=O)Nc2ccccc2)cc1
→ i	-9
CCN1C(=O)C(C(=O)c2ccccc2)SC1=S (configuration not stated)
→ i	-3
COc1ccc(C(=O)NCc2nnc(SCC(=O)N3CCCc4ccccc43)o2)cc1OC
→ i	-23
CCOC(=O)C1CCCN(C(=O)c2ccc(CS(=O)(=O)c3ccc(C)cc3)o2)C1 (configuration not stated)
→ i	-5
Cc1ccccc1CN(C)CCS(=O)(=O)c1cc(Cl)ccc1Cl
→ i	-1
CN1CCN(NC(=O)/C=C/c2ccc(Br)cc2)CC1
→ i	-8
Cc1cccc(Nc2c([N+](=O)[O-])cc(C(=O)N3CC(=O)Nc4ccccc43)cc2[N+](=O)[O-])c1
→ i	-13
O=C(Nc1ccc(S(=O)(=O)N2CCc3ccccc32)cc1)c1ccc2c(c1)OCO2
→ i	25
C=CCc1ccc(OCC(O)COCC)c(OC)c1 (configuration not stated)
→ i	-14
CCOC(=O)c1ccc(NC(=S)N2CCN(Cc3ccccc3)CC2)cc1
→ i	-23
COc1ccc(OC)c(NC(=O)CCNC(=O)Cn2cnc3ccccc3c2=O)c1
→ i	-17
CC1(C)CC(=O)N(CC(=O)NCc2ccc(F)cc2)c2ccccc2S1(=O)=O
→ i	2
O=C(COC(=O)/C=C/c1ccc([N+](=O)[O-])cc1)Nc1ccc(F)cc1
→ ·	0
O=C(NNC(=O)c1ccc(NC(=O)c2ccccc2)cc1)c1ccccc1
→ i	-22
Cc1ccccc1/C=C1\SC(=S)N(/N=C/c2cc([N+](=O)[O-])ccc2O)C1=O
→ i	-11
O=C1CC/C=C\C[C@@H](CC(=O)N(CCO)Cc2ccccc2)C(=O)NCCO1
→ ·	-17
COc1nccnc1NS(=O)(=O)c1ccc(N=Cc2c(C)[nH]n(-c3ccc(C)c(C)c3)c2=O)cc1
→ i	-18
Cc1csc2nc(COC(=O)CNC(=O)c3ccc(Cl)cc3)cc(=O)n12
→ ·	-19
CCOCC(=O)Nc1nnc(SCCOC)s1
→ i	-15
Cc1ccc2c(c1)-c1[nH]c(=S)ncc1CS2
→ i	-10
NC(=O)CC(NC(=O)c1ccccc1)c1ccc(NCCc2ccc(Cl)cc2)c([N+](=O)[O-])c1 (configuration not stated)
→ i	-5
CCc1ccc(-c2nc(CCl)cs2)cc1
→ i	-4
Cc1ccc(C(=O)NC(C)c2ccccc2)o1 (configuration not stated)
→ i	-3
COc1ccccc1NC(=O)Nc1nc(CC(=O)N2CCN(c3ccc(F)cc3)CC2)cs1
→ i	-22
CC(=O)c1cccc(Nc2nc(-c3sc(N)nc3C)cs2)c1
→ i	-4
CC(C)(C)OC(=O)N1CCOCCOCCN(C(=O)OC(C)(C)C)CCOCC1
→ i	-8
CCOc1ccc(S(=O)(=O)N2CCC(C(=O)NCc3ccncc3)CC2)cc1C
→ i	-13
COc1cccc(OCC(O)CN2CCN(CCO)CC2)c1 (configuration not stated)
→ i	-18
CCN(CCn1cccn1)C(=O)c1cccc(OC2CCN(S(C)(=O)=O)CC2)c1
→ i	-8
CC1CC(C)(C)NC(=S)N1CC(=O)NCc1ccccc1Cl (configuration not stated)
→ i	-5

An excerpt from above in order of the OX1R antagonist value, low to high.
canonical_smiles | OX1R antagonist
Cc1cc(/C=C2\SC(=O)N(C)C2=O)c(C)n1-c1ccc(O)cc1 | -18
CC(C)(C)OC(=O)N1CCOCCOCCN(C(=O)OC(C)(C)C)CCOCC1 | -8
Cc1ccccc1CN(C)CCS(=O)(=O)c1cc(Cl)ccc1Cl | -1

Following part.
Order of results: CHT PAM	OX1R antagonist
O=C1CCC[C@@H]2[C@H]3CCC[N+]4([O-])CCC[C@@H](CN12)[C@@H]34 (some centres not stated)
→ i	-6
Cc1ccc(NC(=O)CN(C)C(=O)CCC(=O)c2cccs2)cc1
→ i	-9
CC(=O)Nc1ccc(NC(=O)C2CC(=O)N(c3ccc(Cl)cc3)C2)cc1 (configuration not stated)
→ i	-3
CCNC(=O)/C(C#N)=C/c1c(N2CCN(C)CC2)nc2c(C)cccn2c1=O
→ 6.3*	-15
Cc1onc(-c2ccc(Cl)cc2)c1-c1ccnn1S(=O)(=O)c1cccc(C(F)(F)F)c1
→ i	-23
Nc1ccc(C(=O)OCCCc2nc3ccccc3[nH]2)cc1
→ i	-17
CC(=O)c1ccc(NC(=O)CC(C)S(=O)(=O)c2ccc3c(c2)CCN3C(C)=O)cc1 (configuration not stated)
→ i	-20
COc1cccc(/C=N/Nc2ncc(C(F)(F)F)cc2Cl)c1O
→ i	-11
C=CCn1c(SCC(=O)Nc2ncc(Cc3ccc(C)c(Cl)c3)s2)nnc1-c1ccncc1
→ i	-8
COC(=O)[C@]1(C)N[C@H](c2ccc(-c3cccc(Cl)c3)c(OC)c2)[C@@H]2C(=O)N(C)C(=O)[C@@H]21
→ ·	-11
CCOc1nsc(OCC)n1
→ i	-8
Cc1c(/C=N/O)sc2ccccc12
→ i	-22
CCc1nnc2n1N=C(c1ccc(OC)cc1)CS2
→ i	-12
CNC(=O)c1ccc(OCc2ccccc2)c(OC)c1
→ i	-11
COc1ccc(-c2cn(Cc3ccc(C(=O)c4ccccc4)cc3)nn2)cc1
→ i	0
O=C(CN1C(=O)NC2(CCCCCC2)C1=O)NCc1ccc(F)cc1
→ ·	-10
CCn1cc([N+](=O)[O-])c(C(=O)Nc2nc(-c3ccc(C)cc3)c(C)s2)n1
→ i	-26
CC(Cc1cccs1)NC(=O)Nc1ccc([N+](=O)[O-])cc1 (configuration not stated)
→ i	-4
CC12Cc3ccc4ccccc4c3C=C1C[N+](C)(C)C2 (configuration not stated)
→ i	-9
COc1ccc(OC)c(C2NC(=O)NC(C)=C2C(=O)Nc2ccc(C)cc2C)c1 (configuration not stated)
→ i	-15
CC(C)CN1C(=O)NC(NC(=O)c2cccnc2)(C(F)(F)F)C1=O (configuration not stated)
→ i	-14
COc1ccccc1-c1cc(C(=O)N2CCOCC2)no1
→ i	-15
CCC(=O)N1CCc2cc(S(=O)(=O)NCCC(=O)N3CCN(Cc4ccccc4)CC3)ccc21
→ i	-28
O=C(Nc1ccccn1)NC12CC3CC(CC(C3)C1)C2
→ i	-19
Cc1ccc(-c2nnc(Sc3nc4ccccc4o3)c3ccccc23)cc1
→ i	7
CCOC(=O)C1=CN(Cc2ccco2)S(=O)(=O)NC1c1ccc(Br)cc1F (configuration not stated)
→ ·	1
Cc1onc(-c2ccccc2)c1C(=O)Nc1ccc(S(=O)(=O)N2CCOCC2)cc1
→ i	-13
N#C/C(=C\c1cccc(NC(=O)c2ccccc2Cl)c1)C(=O)NCCc1ccccc1
→ i	-19
COC1CCCN(C(=O)c2ccc3oc(Cc4ccc(Cl)cc4)nc3c2)C1 (configuration not stated)
→ i	-27
CCn1nc(C(=O)N[C@@H](CCSC)c2nc3ccccc3[nH]2)c2ccccc2c1=O
→ i	-23

In the list so far, these contain a COOH group.
Order of results: CHT PAM	OX1R antagonist
Cc1ccccc1-n1ccnc1SCC(=O)O
→ i	-14
CC(C)=C1C2CCC1C(C(=O)Nc1sc(C)c(-c3ccc(C(C)C)cc3)c1C(N)=O)C2C(=O)O (configuration not stated)
→ i	-29

Next section
Order of results: CHT PAM	OX1R antagonist
CCOC(=O)N1CCC(NC(=O)CS(=O)Cc2nc(-c3ccc(Cl)cc3)oc2C)CC1 (configuration not stated)
→ i	-22
C/C(=N\NC(=S)NC1CCCCC1)c1ccc(O)cc1
→ i	-8
Fc1ccc(CNc2cnccn2)cc1
→ i	3
O=C(N/N=C\c1cccnc1)C1c2ccccc2Oc2ccccc21
→ i	-15
